# Epigenetic derep = epigenetic control regulation, reporter derepression; murine LDR cells, GFP reporter derepression, 30 h; Potency, µM (top dose mostly 53.9 µM), for the others: top-dose GFP activation, hits mostly activators; hit rate 0.2% among 280,000; also: potency is read from the fitted curve at half-maximal effect; % of control where 0% means no effect; nearly all actives have a fitted effect of over 60% in size
#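 Derepression of a silenced CMV-GFP reporter in murine LDR cells is scored by enumerating GFP-positive cells with a laser-scanning microplate cytometer after 30 hours of treatment at 37 C.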
# IMPase Li inh = IMPase inhibition in cells with lithium potentiation | Potency, µM (doses to about 59.4 µM), without a hit: at the top dose activity, negative = IMPase inhibition, actives largely listed as inhibitors | CHO-M1 cells, IP1 TR-FRET (IP-One), carbachol + lithium | hit rate 0.35% among 210,000 | AID 1457;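 also: IP1 builds up when IMPase is blocked and the TR-FRET signal falls; potency is read from the fitted curve at half-maximal effect; plate controls were basal vehicle for no effect and high inhibitor control for full effect; nearly all actives have a fitted effect of over 50% in size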
#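 Steps: plate 2000 CHO-M1 cells per well and culture 16–30 h; add compound and lithium; incubate 30 min, 37C; add d2-IP1 tracer and Eu cryptate anti-IP1 antibody in lysis buffer; read after 10 min at room temperature.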
# Lamin A splicing = changes lamin A minigene splicing in HeLa cells; HeLa LMNA splicing GFP/RFP minigene ratio, 48 h; Potency, µM (doses to about 46.1 µM), for the others: at the highest dose ratio change, negative = inhibition, usual class: inhibitors; hit rate 0.01% among 200,000; AID 1487; active = well fitted inhibition curve with a large enough effect in the signal ratio, with a control signal flat, not every such curve was filed as active; inconclusive = small, poorly fitted or top-dose-only effect, or effect the other way, or a change in a side signal; the % refers to the signal ratio; also: potency is read from the fitted curve at half-maximal effect; % is scaled to controls: 0 for no effect and ±100 for the full control effect
#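 S3 HeLa stable clones carrying a lamin A-EGFP splicing minigene plus DsRed2 were seeded at 600 cells/well in Opti-MEM with 2% FBS, pin-dosed and incubated 48 h at 37°C. Acumen cytometry (488 nm) gave the GFP/RFP total-intensity ratio.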
# NPSR antagonist = neuropeptide S receptor (human) antagonism, cAMP. Q6W5P4. CHO-NPSR cells, cAMP TR-FRET, antagonist mode. Potency, µM (doses to about 38.3 µM), for inactives: at the highest dose activity change, negative = inhibition, most hits filed as inhibitors. hit rate 1% among 220,000. AID 1461; also: potency is read from the fitted curve at half-maximal effect; % is scaled to controls: 0 for no effect and ±100 for the full control effect; nearly all actives have a fitted effect of over 50% in size; many of its hits are not listed in these tables
# Target sequence (Q6W5P4 whole entry, looked up): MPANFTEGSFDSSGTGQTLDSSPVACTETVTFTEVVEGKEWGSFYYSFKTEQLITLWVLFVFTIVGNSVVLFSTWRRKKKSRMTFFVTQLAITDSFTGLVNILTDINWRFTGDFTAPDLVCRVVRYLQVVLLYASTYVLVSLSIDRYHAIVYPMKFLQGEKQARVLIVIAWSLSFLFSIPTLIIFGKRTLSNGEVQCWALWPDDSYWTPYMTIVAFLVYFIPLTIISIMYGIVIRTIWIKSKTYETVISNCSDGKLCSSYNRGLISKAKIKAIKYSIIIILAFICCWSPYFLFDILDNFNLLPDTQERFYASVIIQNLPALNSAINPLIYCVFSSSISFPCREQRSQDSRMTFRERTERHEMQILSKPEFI
# KinaseGlo FLuc = Kinase-Glo luciferase inhibition (counter-screen). Potency, µM (doses to about 38.3 µM), inactives show at the top dose activity change, negative = inhibition, most hits filed as inhibitors. Kinase-Glo luciferase, ATP luminescence, 8 min. Q27757. hit rate 0.28% among 200,000; also: potency is read from the fitted curve at half-maximal effect; % is scaled to controls: 0 for no effect and ±100 for the full control effect; nearly all actives have a fitted effect of over 60% in size
#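 Substrate mix (final 50 mM imidazole pH 7.2, 50 mM KCl, 7 mM MgCl2, 10 uM ATP, 0.01% Tween 20, 0.05% BSA) plus pin-tool compound, then Kinase-Glo detection mix; 8 min ambient, luminescence read.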
# HTT aggregate = mutant huntingtin aggregation inhibition; PC12 HttQ103-GFP aggregates, Acumen cytometry, 40 h; AID 1688; hit rate 1.1% among 220,000; Potency, µM (series often up to 46.1 µM), without a hit: at the highest dose activity change, negative = inhibition, hits mostly inhibitors; also: potency is read from the fitted curve at half-maximal effect; % is scaled to controls: 0 for no effect and ±100 for the full control effect; nearly all actives have a fitted effect of over 60% in size
#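 Multiplexed with ATP-based cell death, this channel scores GFP aggregates in PC12 cells expressing inducible HTTex1-Q103-GFP. Induction used 100 nM tebufenozide; compounds were tested in concentration series.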
# CBFb-RUNX1 inh = inhibitors of human CBF-beta and RUNX1 interaction; Potency, µM (titrated, usually from 59.8 µM), for the others: at the top dose activity, negative = inhibition, usual class: inhibitors; AID 1477; AlphaScreen CBFb-His/RUNX1-biotin binding, biochemical; Q01196+Q13951; 230,000 tested, under 10 active; also: % of control where 0% means no effect
# Target sequence (Q01196 whole entry, looked up): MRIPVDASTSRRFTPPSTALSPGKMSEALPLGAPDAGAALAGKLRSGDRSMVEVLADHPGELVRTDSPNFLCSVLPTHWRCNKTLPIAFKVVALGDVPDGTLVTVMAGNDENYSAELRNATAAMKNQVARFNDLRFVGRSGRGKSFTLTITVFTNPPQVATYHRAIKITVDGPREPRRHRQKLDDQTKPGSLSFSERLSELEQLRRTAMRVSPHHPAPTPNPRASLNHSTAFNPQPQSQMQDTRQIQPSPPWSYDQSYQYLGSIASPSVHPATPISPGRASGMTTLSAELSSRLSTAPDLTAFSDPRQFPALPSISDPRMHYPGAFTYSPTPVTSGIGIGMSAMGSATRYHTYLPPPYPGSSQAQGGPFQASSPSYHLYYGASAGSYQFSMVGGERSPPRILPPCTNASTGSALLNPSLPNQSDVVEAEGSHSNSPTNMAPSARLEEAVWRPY
# Target sequence (Q13951 whole entry, looked up): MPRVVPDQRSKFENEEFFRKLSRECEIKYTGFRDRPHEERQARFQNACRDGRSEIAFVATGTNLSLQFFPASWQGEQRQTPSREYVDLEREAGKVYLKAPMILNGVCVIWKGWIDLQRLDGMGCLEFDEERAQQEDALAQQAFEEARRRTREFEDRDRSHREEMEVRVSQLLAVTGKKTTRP
#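 Read-out: AlphaScreen. Format: His-CBF-beta with biotinylated RUNX1 (30 nM each) preincubated 20 min, compound 15 min, Ni-chelate plus streptavidin beads 90 min; room temperature throughout.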
# Starred values were filed as active, the others as inactive; u = inconclusive; x = not tested or not shown; & = joins results of further samples; [ ] = dose if it differs, or a comment. Unless noted, calls follow the shape of the dose curve; as a rule, active = well fitted curve in the direction sought with a large enough effect; inconclusive = small, poorly fitted or top-dose-only effect, or another doubt; inactive = no such curve, though single readings can be large; an effect the other way counts as inactive or inconclusive. Some of the compounds tested (hit frequency here may not be typical).
Molecule	HTT aggregate	Lamin A splicing	CBFb-RUNX1 inh	KinaseGlo FLuc	Epigenetic derep	NPSR antagonist	IMPase Li inh
Cc1ccc(S(=O)(=O)Nc2ccccc2C(N)=O)cc1	-1%	1%	6%	4%	0.0%	-14%[46.1 µM]	-8%[38.3 µM]
C/C=C/C(=O)OCC(=O)Nc1c(Cl)cccc1Cl	-5%	11%	4%	3%	3.2%	-3%[46.1 µM]	16%[38.3 µM]
CC(C)(C)OC(=O)N/N=C/c1ccc(Br)cc1	-8%	12%[46 µM]	22%	0%	-3.3%	-11%	3%
COc1ccc(NC(=O)c2cc(OC)c(OC)cc2OC)c(S(=O)(=O)N2CCOCC2)c1	-15%	-1%	-2%	12%	1.6%	12%[46.1 µM]	-16%[38.3 µM]
CC(C)CN(CC(C)C)S(=O)(=O)N1CCC(C(=O)NCCN2CCOCC2)CC1	16%	-7%	0%	-2%	-1.1%	-6%[46.1 µM]	-8%[38.3 µM]
CCOCCCNC(=O)CCS(=O)(=O)Cc1ccc(C)cc1	-10%	17%	5%	2%	0.0%	-4%[46.1 µM]	-8%[38.3 µM]
O=C(CSc1n[nH]c(=O)n1C1CC1)Nc1cc(Cl)ccc1Oc1ccccc1	0%	u	-7%	-1%	0.7%	u	26%[38.3 µM]
COC(=O)CNC(=O)C12CC3(C)CC(C)(CC(C)(C3)C1)C2	17%	7%	7%	2%	0.0%	-11%[46.1 µM]	21%[38.3 µM]
O=C(CNC(=O)Cc1ccccc1)NCC(=O)OCC(=O)c1ccccc1Cl	8%	6%	7%	-2%	-2.7%	-3%[46.1 µM]	2%[38.3 µM]
CCOC(=O)/C(C#N)=N/Nc1ccc(S(=O)(=O)N2CCc3ccccc32)cc1	-10%	u	u	2%	-1.0%	-13%	14%
Cn1cccc1/C=C1\SC(=S)N(NC(=O)c2ccccc2)C1=O	2%	u	u	-1%	-3.0%	-4%	-6%
Cc1ccccc1OCC1Cc2c(nc(N)c(C#N)c2N)O1 (stereo not drawn)	-23%	-2%	0%	x	-1.0%	-6%[46.1 µM]	x
Cc1cc(NC(=O)C2CCCCC2)ccc1NC(=O)c1ccccc1Cl	21%	1%	2%	-1%	-1.5%	5%	7%
Cc1ccc(S(=O)(=O)N2CCN(C(=O)CSc3nccn3C)CC2)cc1	-19%[9.22 µM]	x	4%	x	0.3%	12%	x
Cc1cc(C)cc(C(=O)Nc2nnc(SCC(=O)N3CCCc4ccccc43)s2)c1	6%	u	-3%	5%	-0.9%	-27%	0%
Oc1c(C(c2cccs2)N2CCN(c3cccc(Cl)c3)CC2)sc2ncnn12 (stereo not drawn)	-17%	u	3%	3%	-0.8%	-24%[46.1 µM]	21%[38.3 µM]
Cc1cc(C)cc(NS(=O)(=O)c2ccc(NC(=O)C3CCCCC3C(=O)O)cc2)c1 (stereo not drawn)	-8%	u	1%	-2%	-0.3%	6%	5%
Cc1ccccc1NC(=S)N(C)Cc1cccs1	4%	13%	2%	-3%	-0.1%	-16%[46.1 µM]	10%[38.3 µM]
C#CCOCCOCCOCCNc1nc(N2CCN(C(=O)[C@H](CCC(=O)O)n3cc(C(N)Cc4ccc(O)cc4)nn3)CC2)nc(N2CCN(C(=O)[C@H](CCC(=O)O)n3cc(C(N)CC(C)C)nn3)CC2)n1 (stereo partly drawn)	-17%[9.22 µM]	x	10%	x	1.0%	-27%	-9%
CC1CCCCN1c1nnc(N)s1 (stereo not drawn)	0%	u	7%	-7%	-0.5%	-6%[46.1 µM]	-10%[38.3 µM]
O=C(Nc1ccc2snnc2c1)N1CCSCC1	11%[9.22 µM]	10%	2%	-11%	9.7%	-10%[46.1 µM]	3%[38.3 µM]
CCn1c(CNc2ccc(OC)cc2)nnc1SCC(=O)Nc1ccc(F)cc1	-4%	-1%	7%	0%	-1.2%	-4%[46.1 µM]	3%
CCOC(=O)C1CCCN(Cc2cn[nH]c2-c2ccc(F)cc2F)C1 (stereo not drawn)	7%[9.22 µM]	-17%[46 µM]	18%	0%	-2.4%	-5%	1%
CCN(CC)C(=O)c1cn(-c2ccccc2)nc1-c1ccc2c(c1)OCCO2	-3%[9.22 µM]	x	-4%	5%	-1.9%[10.1 µM]	-27%	16%
CCOC(=O)C1=C(C)NC(C)=C(C(=O)OCC)C1c1ccccn1	22%	5%	3%	-4%	0.0%	-12%[46.1 µM]	-2%[38.3 µM]
Cc1ccc(NC(=O)NCc2ccc3c(c2)OCO3)cc1	-7%	4%	-2%	18%	2.7%	-8%[46.1 µM]	9%[38.3 µM]
CC(=O)N(Cc1ccccc1)Cc1nc2sc(C)c(C)c2c(=O)[nH]1	23%[9.22 µM]	4%[46 µM]	12%	1%	0.0%	-5%	11%
C/C(N)=C(/C#N)C(=O)CSc1nnc(Nc2c(C)cccc2C)s1	-7%	u	-3%	10%	-0.7%	-16%[46.1 µM]	-8%[38.3 µM]
CC(C)(C)n1nc2c(c1NC(=O)Cc1ccc(F)cc1)CSC2	-6%	-7%	0%	3%	-1.2%	-16%[46.1 µM]	0%[38.3 µM]
Cc1ccccc1N1C(=O)C2C3C=CC(C2C1=O)N(C)C3=O (stereo not drawn)	3%	-11%	9%	-1%	2.4%	5%[46.1 µM]	2%
Cc1nc(-c2ccc(NC(=O)c3ccccc3)cc2)cs1	8%[9.22 µM]	-1%[46 µM]	14%	-3%	1.1%	16%	24%
CCOC(=O)c1c(NC(=O)/C=C/c2ccc(C)o2)sc(C)c1C	-6%	-4%	8%	x	-1.0%	-18%[46.1 µM]	x
O=C(NCC1CCS(=O)(=O)C1)NCC1CCS(=O)(=O)C1 (stereo not drawn)	-12%	-4%	-4%	-1%	-1.0%	4%[46.1 µM]	6%[38.3 µM]
COc1cc(S(=O)(=O)NCc2ccccn2)c(OC)cc1Cl	-1%	-6%	1%	2%	0.0%	-2%[46.1 µM]	2%
Clc1ccccc1OCc1nnc(-c2ccccc2)o1	2%	38%[46 µM]	15%	1%	-0.6%	-9%	3%
CCC(CC)N1CCN(CCc2ccccc2)C(CCO)C1 (stereo not drawn)	-7%[9.22 µM]	x	-1%	3%	-1.2%	-16%	25%
Cc1ccc(O)c(N=CC2=C(O)c3ccccc3C2=O)c1	-29%	u	-24%	-10%	0.0%	u	10µM*
COc1ccc(C2=C(N)c3ccccc3C2=O)cc1	9%	0%	u	u	-1.0%	-24%[46.1 µM]	53%[activator][38.3 µM]
CC(C)NC(=O)C1CC(=O)N(C(C)c2ccccc2)C1 (stereo not drawn)	9%	-3%	15%	-6%	2.5%	3%[46.1 µM]	-9%[38.3 µM]
COC(=O)c1cc(C#N)c(=O)[nH]c1C	-2%	0%[46 µM]	12%	0%	1.3%	10%	0%
COC(=O)CNC(=O)COC(=O)c1ccc(Cl)nc1	-6%	x	-4%	-3%	1.5%	15%	-8%
COc1ccc(C(=O)/C=C/C(=O)N(CC(=O)NC2CCCCC2)Cc2ccccc2OC)c(O)c1	-26%[9.22 µM]	x	6%	-1%	u	u	17%
C=CCn1c(SCC(=O)Nc2ccc(C(=O)OCC)cc2)nnc1-c1cccs1	-3%	-3%	2%	1%	0.9%	-3%[46.1 µM]	-4%[38.3 µM]
CCc1nnc(NC2=NCCC2)s1	-6%	-4%	-8%	-2%	-1.0%	-2%[46.1 µM]	11%[38.3 µM]
CCCn1c(=O)c2ccccc2n2c(SCN3C(=O)c4ccccc4C3=O)nnc12	-9%	6%	3%	-9%	-1.0%	-3%[46.1 µM]	26%[38.3 µM]
NC(=O)c1cn(-c2ccccc2)nc1-c1cccnc1	-29%	-2%	7%	-4%	0.0%	-7%[46.1 µM]	14%[38.3 µM]
CN1C(=O)CC(N2CCC(c3nc4ccccc4[nH]3)CC2)C1=O (stereo not drawn)	-8%	-2%	3%	14%	0.7%	9%[46.1 µM]	5%[38.3 µM]
COC1CCCCC1NS(=O)(=O)c1ccc(Cl)cc1 (stereo not drawn)	-12%	7%	-1%	17%	0.0%	-8%[46.1 µM]	-6%[38.3 µM]
Clc1cccc(Cl)c1Cn1cnc(=NCc2ccco2)c2[nH]cnc21	9%[9.22 µM]	10%	-7%	-1%	-1.2%	-7%[46.1 µM]	17%[38.3 µM]
CCN(CC)S(=O)(=O)c1ccc(S(=O)(=O)N2CCCC2)cc1	4%[9.22 µM]	x	4%	-3%	-2.4%	-3%	-2%
COc1ccc(C(=O)NCCN2CCOCC2)c(OC)c1OC	-12%[9.22 µM]	x	12%	x	-1.2%	-7%	8%
COc1cccc(C(=O)n2ccc(-c3cccs3)n2)c1	10%[9.22 µM]	x	3%	x	-4.1%	-25%	x
CCC(=O)N1CCN(c2cc(NCC3CCCO3)c(F)cc2[N+](=O)[O-])CC1 (stereo not drawn)	-5%	x	1%	-2%	2.3%	-25%	2%
Cc1ccccc1CSc1nnc(C)n1N	-9%	2%	3%	3%	-1.1%	-10%[46.1 µM]	2%[38.3 µM]
O=C(CCCN1C(=O)c2ccccc2C1=O)Nc1nccs1	26%	4%	4%	-2%	2.2%	20%[46.1 µM]	8%[38.3 µM]
CC(C)NC[C@@H](O)COc1ccc(COCCOC(C)C)cc1	x	u	-4%&1%[21.7 µM]	0%	1.8%	x	8%&2%

# (list continues)
Molecule	HTT aggregate	Lamin A splicing	CBFb-RUNX1 inh	KinaseGlo FLuc	Epigenetic derep	NPSR antagonist	IMPase Li inh
COc1cc(/C=N/NC(=O)c2sc(N)c(C#N)c2C)cc(Br)c1O	30%	u	-1%	1%	-1.8%	-10%[46.1 µM]	17%[38.3 µM]
CC(C)=CCC/C(C)=C/C(=O)O	8%[9.22 µM]	x	9%	x	1.3%	-3%	x
CC(C)CC(=O)Nc1nnn(C)n1	-14%	1%	0%	-1%	0.0%	10%[46.1 µM]	-10%[38.3 µM]
CCN(CC)S(=O)(=O)c1ccc(OC(C)C)c(N)c1	-2%	x	-4%	-2%	1.7%	4%	-2%
COC(=O)c1ccc(C(C(=O)NC2CCCCC2)N(Cc2ccccc2)C(=O)Cc2cccs2)cc1 (stereo not drawn)	-18%	2%	8%	-1%	-1.1%	-40%	11%
O=C(NCc1ccccc1)C1COc2ccccc2O1 (stereo not drawn)	u	-6%	18%	0%	0.0%	-1%[46.1 µM]	5%

# Screens as filed in PubChem.
